# Pf gametocyte: late stage P. falciparum gametocyte viability inhibitors, primary screen, ATP luminescence, HTS; actives 0.065% (n = 150,000); P. falciparum stage V gametocytes, 24 h; inhibition, % at 10.9 µM;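 active = inhibition above the mean plus 3 SD of compounds within the control limits, set per campaign, cut at about 38% in these data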;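 note: 0% = DMSO wells and 100% = medium only without gametocytes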
# Rac1 wt GTP bind: wildtype Rac1 GTP binding modulators, primary screen, biochemical, GST-Rac1 beads, flow cytometry, multiplex; Ras-related C3 botulinum toxin substrate 1 (Homo sapiens), P63000; fluorescent GTP binding; actives lie on both sides; 0 = cold GTP competed, 100 = untreated; GTP binding activity (% of control), % at 10 µM; actives 0.27% (n = 190,000); AID 757, 2007;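 active = GTP binding activity at least 20 points away from the 100% control level, either lower or higher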
# Rac1 mut GTP: GTP binding modulators of activated mutant Rac1, primary screen, biochemical, bead-based flow cytometry, multiplex, fluorescent GTP. Ras-related C3 botulinum toxin substrate 1 (Homo sapiens), P63000. GST-Rac1 activated beads; actives lie on both sides; 100% means binding = to untreated wells. percent activity (GTP binding), % at 10 µM. actives 0.11% (n = 190,000). AID 764, 2007;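 active = GTP binding at least 20 percentage points away from the 100% baseline, in either direction, so actives lie on both sides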
# HRas wt GTP: modulators of GTP binding to HRas wildtype, primary screen, biochemical, bead-based flow cytometry, multiplex | GST-Ras wt beads, Bodipy-FL-GTP binding; actives lie on both sides | GTP binding activity, % at 10 µM | actives 0.14% (n = 190,000);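 active = GTP binding activity at least 20% away from the 100% baseline, either lowered as inhibitor or raised as activator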;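 note: 0% = unlabeled GTP competition control and 100% = no-compound control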
# Target sequence (P01112 whole entry, looked up): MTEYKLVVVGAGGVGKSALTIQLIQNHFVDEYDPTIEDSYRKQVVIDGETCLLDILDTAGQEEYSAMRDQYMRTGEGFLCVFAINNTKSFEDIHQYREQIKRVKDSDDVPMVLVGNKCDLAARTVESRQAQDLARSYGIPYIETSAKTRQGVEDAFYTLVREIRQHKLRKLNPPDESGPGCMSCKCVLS
# Rab2 wt GTP: modulators of GTP binding to Rab2A wildtype, primary screen, biochemical, dog, bead-based flow cytometry, multiplex | GTP binding activity, % at 10 µM | GST-Rab2 wt beads, Bodipy-GTP binding | AID 760, 2007 | actives 0.19% (n = 190,000) | Ras-related protein Rab-2A (Canis lupus familiaris), P61105;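 active = GTP binding activity at least 20 points away from 100%, either lowered or raised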;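 note: 0% = beads with excess unlabeled GTP and 100% = no-compound control corrected for plate trend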
# RGS8-Gao reg: RGS8-Galphao binding modulators, primary screen, biochemical, multiplexed bead flow cytometry; Guanine nucleotide-binding protein G(o) subunit alpha (Homo sapiens), P09471; actives lie on both sides; response (percent of control binding), % at 10 µM; actives 0.34% (n = 220,000); in the data active = response below about 60% or above about 140%; inactive = in between;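 note: Galphao activated as the GDP aluminium fluoride complex binding bead-coupled RGS8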
# Rab7 wt modul: modulators of GTP binding to Rab7, primary screen, biochemical, wildtype, multiplex bead flow cytometry. GST-Rab7 beads, fluorescent GTP binding; actives lie on both sides; untreated = 100%, excess cold GTP = 0%. AID 758, 2007. Rab7 GTPase wild type (dog), Bodipy-FL-GTP binding. GTP binding activity (percent of control), % at 10 µM. actives 0.055% (n = 190,000);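 active = fluorescent GTP binding to Rab7 beads changed by at least 20 points from the 100% baseline, either direction, mostly lower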;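 note: median green fluorescence of bound Bodipy-FL-GTP per Rab7 bead population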
# Mcl1-Bid inh: Mcl-1/Bid binding inhibitors, primary screen, biochemical, TR-FRET, 1536-well | actives 0.97% (n = 220,000) | inhibition, % at 21.7 µM | TR-FRET Mcl-1/Bid-Dy647 peptide binding;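 active = compounds that cut the binding signal by more than half at the single screening dose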;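 note: His-tagged Mcl-1 with europium anti-His antibody binding Bid BH3 peptide; 0% = Mcl-1 plus peptide wells and 100% = peptide-only wells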
# Target sequence (Q07820 whole entry, looked up): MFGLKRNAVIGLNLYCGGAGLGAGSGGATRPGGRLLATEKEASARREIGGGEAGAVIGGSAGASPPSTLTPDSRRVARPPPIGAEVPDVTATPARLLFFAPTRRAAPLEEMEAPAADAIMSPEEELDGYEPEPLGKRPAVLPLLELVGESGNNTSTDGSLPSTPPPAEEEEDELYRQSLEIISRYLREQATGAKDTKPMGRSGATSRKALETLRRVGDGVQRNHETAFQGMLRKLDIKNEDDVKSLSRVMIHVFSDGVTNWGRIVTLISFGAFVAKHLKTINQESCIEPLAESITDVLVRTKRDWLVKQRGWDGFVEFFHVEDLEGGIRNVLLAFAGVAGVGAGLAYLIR
# Bim-Mcl-1: inhibitors of Bim peptide binding to Mcl-1, primary screen, biochemical, bead-based flow cytometry, multiplex. Induced myeloid leukemia cell differentiation protein Mcl-1 (Homo sapiens), Q07820. Bim peptide-Mcl-1 binding. inhibition, % at 10 µM. actives 0.1% (n = 190,000). AID 1009, 2008; in the data active = inhibition above about 40%;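 note: 0% = no compound tracer wells and 100% = peptide blocker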
# Cdc42 wt GTP: modulators of GTP binding to wildtype Cdc42, primary screen, biochemical, multiplex bead flow cytometry, Bodipy-GTP | Cell division control protein 42 homolog (Homo sapiens), P60953 | GST-Cdc42 beads; actives lie on both sides | percent activity (GTP binding), % at 10 µM | actives 0.2% (n = 190,000);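 active = percent activity GTP binding at least 20 points away from the 100% baseline, either down as inhibitor or up as activator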;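 note: median bead fluorescence of bound Bodipy-FL-GTP at 100 nM; 0% = excess unlabeled GTP control and 100% = no compound control; below 100% means less GTP binding so inhibitor and above means activator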
# Target sequence (P60953 whole entry, looked up): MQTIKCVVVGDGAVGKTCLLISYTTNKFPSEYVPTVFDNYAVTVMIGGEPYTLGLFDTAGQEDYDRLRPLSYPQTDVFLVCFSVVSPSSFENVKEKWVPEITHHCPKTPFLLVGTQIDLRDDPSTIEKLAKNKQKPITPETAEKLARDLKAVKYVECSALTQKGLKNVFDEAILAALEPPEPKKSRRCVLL
# Mcl1 Noxa PPI: Mcl-1/Noxa binding inhibitors, primary screen, biochemical, TR-FRET, 1536-well | Induced myeloid leukemia cell differentiation protein Mcl-1 (Homo sapiens), Q07820 | TR-FRET Mcl-1/Noxa peptide binding, 2 h | inhibition, % at 21.7 µM | actives 1.5% (n = 220,000) | AID 1022, 2008;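 active = compounds that cut the protein-peptide binding signal by more than 50% relative to plate controls in a single-dose test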;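 note: His-tagged Mcl-1 with rhodamine Noxa BH3 peptide and terbium anti-His antibody; 0% = Mcl-1 plus Noxa peptide wells and 100% = peptide-only wells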
# Starred values were filed as active, the others as inactive; . = no result given.
SMILES	Pf gametocyte	Rac1 wt GTP bind	Rac1 mut GTP	HRas wt GTP	Rab2 wt GTP	RGS8-Gao reg	Rab7 wt modul	Mcl1-Bid inh	Bim-Mcl-1	Cdc42 wt GTP	Mcl1 Noxa PPI
O=C(CSc1ccc2nnc(-c3ccccn3)n2n1)Nc1ccc2c(c1)OCCO2	.	100	97	101	97	96	100	-19	0	98	16
CCCN(CCO)CCCc1ccccc1	.	102	97	101	101	99	104	24	0	104	11
CN=C1SC(CC(=O)Nc2ccccc2F)C(=O)N1C (stereo unspecified)	.	101	96	98	101	93	100	-4	2	99	7
CC(C)CNc1nc(NC(C)(C)C)nc(Oc2ccc(=O)[nH]n2)n1	-20	93	91	93	95	103	99	1	-2	91	7
CCC(=O)Nc1cccc(SC)c1	-24	102	100	100	100	105	98	-18	0	101	-5
COc1ccccc1-c1cc(C(=O)N/N=C/C=C/c2ccccc2[N+](=O)[O-])c2ccccc2n1	.	100	96	97	95	99	96	-20	3	98	-9
CCCC1=NN(C(=O)Cc2ccc([N+](=O)[O-])cc2)C(O)(C(F)(F)F)C1 (stereo unspecified)	.	96	96	98	96	104	96	-28	0	97	0
CC(C)Cc1oc(C(=O)O)cc1CN	9	99	99	101	102	100	97	-4	0	102	1
COc1ccc(-c2nn(-c3ccccc3)cc2CO)cc1	-23	107	101	101	100	101	98	-4	-4	104	3
CN1CC(=O)N(CC(=O)N2CCC(Cc3ccccc3)CC2)C1=O	9	103	101	101	98	103	104	-15	0	96	-5
O=C(CSc1nncn1-c1ccccc1)Nc1cccc(S(=O)(=O)N2CCCCC2)c1	5	104	100	100	98	105	99	20	-2	99	-7
COc1cc2c(cc1OC)C(COc1ccc(F)cc1)N(C(=O)c1ccco1)CC2 (stereo unspecified)	-21	105	99	104	106	98	101	4	.	105	19
COc1ccc(OC)c(-n2c(=S)[nH]c3c(sc(=S)n3-c3ccccc3)c2=O)c1	15	96	92	93	94	99	92	-42	0	96	24
CC(Oc1ncnc2ccccc12)C(=O)Nc1cccc(S(=O)(=O)N2CCOCC2)c1 (stereo unspecified)	11	105	100	100	100	116	100	3	0	103	5
O=C(Nc1ccccc1)N1CCN(Cc2ccc3c(c2)OCO3)CC1	.	104	98	101	102	101	101	58*	-2	101	-7
O=C(Nc1ccccc1C(=O)NCC1CCCO1)c1ccc(Cl)cc1Cl (stereo unspecified)	0	102	100	104	105	99	103	-12	6	102	10
CCN(C(=O)COC(=O)c1ccc(OC)c(S(=O)(=O)N2CCCc3ccccc32)c1)C1CCS(=O)(=O)C1 (stereo unspecified)	.	99	95	98	99	100	106	-3	0	95	1
COc1ccc(CCNC(=O)CSc2nc(O)c(C(C)C)c(=O)[nH]2)cc1OC	.	107	99	103	101	101	102	-27	-4	104	17
CCC(=O)Nc1ccc(S(=O)(=O)Nc2cccc(C)c2)cc1OC	-21	99	99	97	95	102	94	-21	-5	99	1
Cc1ccoc1C(=O)N1CCCCC1C(=O)O (stereo unspecified)	13	100	94	98	97	101	99	-2	0	99	5
COc1ccc(/C(O)=C2\C(=O)C(=O)N(CCN(C)C)C2c2cc(OC)c(OC)c(OC)c2)c(C)c1 (stereo unspecified)	.	101	98	100	100	100	100	-18	0	99	11
Fc1cccc(-n2c(-c3ccco3)nc3nc4ccccc4nc32)c1	.	105	100	102	101	99	101	5	-4	106	13
COc1ccc(C(=O)NCCSc2ccccc2)cc1OC	24	98	97	99	99	99	103	-22	0	97	0
COc1ccc(NC(=O)Cn2c(=O)sc3ccccc32)cc1	.	107	101	103	100	100	103	9	-3	103	5
CCOC(=O)CSc1nnc(CNC(=O)c2ccc(OC)cc2)n1C1CCCCC1	-3	98	99	97	96	97	92	10	4	100	11
Cc1cc(/C=C2/NC(=O)NC2=O)c(C)n1-c1ccncc1	24	101	99	102	102	98	110	-38	-2	99	26
O=C(NCCCNc1ccc(C(F)(F)F)cc1[N+](=O)[O-])c1ccc(F)cc1	-12	104	96	99	96	104	97	3	-4	100	5
Cn1ccnc1SCC(=O)Nc1cccc(O)c1	.	107	101	101	104	98	103	4	-1	107	-5
Cc1ccc(N2C(=O)C3CCC(c4ccccc4)CC3C2=O)cc1 (stereo unspecified)	7	101	101	99	98	103	99	-22	1	100	5
COc1ccc(NC(=O)CC2C(=O)N(c3ccc(OC)cc3)C(=O)N2CCN2CCN(C)CC2)cc1 (stereo unspecified)	.	102	98	100	102	99	102	-3	-1	101	31
COc1ccc(NC(=O)Cn2nnc(C(=O)NCc3ccccc3OC)c2N)cc1Cl	8	97	94	101	97	98	97	-13	-4	97	10
CC(Sc1nnc(-c2ccc(Cl)cc2Cl)n1Cc1ccccc1)C(=O)Nc1nccs1 (stereo unspecified)	.	100	97	101	99	97	97	-4	0	99	12
COC(=O)Cc1cc(=O)n(-c2nc3ccccc3s2)[nH]1	.	104	99	100	99	97	99	-57	-2	100	-60
CCOC(=O)Cn1nnnc1CN(Cc1cccs1)Cc1cc2cc(C)ccc2[nH]c1=O	.	102	101	99	99	93	96	-14	-2	101	-14
COc1ccc(/C=N/NC(=O)CN(C2=NS(=O)(=O)c3ccccc32)c2ccccc2)cc1OC	12	95	96	96	92	105	94	-7	-4	95	-12
CC(C)(C)c1ccc(NC(=O)COC(=O)C2(C)CC2(Cl)Cl)cc1 (stereo unspecified)	-13	98	95	94	98	100	106	-4	3	96	-8
COCCNC(=O)CSc1cc(-c2ccccc2)c2ccc(OC)cc2n1	22	97	93	95	93	96	96	-6	-7	94	8
CCNc1nc(NCC)n2c(SC(C(=O)Nc3cc(C)ccc3C)c3ccccc3)nnc2n1 (stereo unspecified)	-5	99	99	96	94	102	95	-16	-24	96	14
CC1(C)c2ccccc2N2CCC(=O)NC21/C=C/c1ccco1 (stereo unspecified)	.	106	102	103	101	90	102	-35	-2	106	-10
O=C(Nc1cccnc1)c1cccnc1	.	109	104	103	104	101	104	14	0	104	8
COc1ccc(OC)c(N(CC(=O)NCc2ccncc2)S(C)(=O)=O)c1	.	93	93	94	91	94	93	-5	0	94	-19
O=C(NC1CCSC1=O)c1ccc(Oc2ccc(F)cc2)nc1 (stereo unspecified)	.	94	95	96	94	100	96	-2	-1	95	10
Cc1cc2nc(SCCOC(=O)Nc3cccc(Cl)c3)nc(C)c2cc1C	24	102	100	99	99	114	99	-10	-1	100	30
c1cc2c(cc1C1CCCCC1)c1c3n2CCN=C3CCC1	.	100	98	99	98	108	97	2	-5	96	1
COc1ccc(-c2csc(N(CCc3ccccc3)C(=O)COc3ccccc3)n2)cc1	-13	99	97	98	95	100	99	-47	2	98	5
CCN(CC)CCN(C)C1CCC(c2ccccc2)CC1 (stereo unspecified)	-5	107	98	99	99	104	102	28	-4	104	31
Cc1cccc(Cc2c(C)nc3nc(SCC(=O)O)nn3c2C)c1	-7	72*	68*	78*	74*	93	89	-14	12	66*	5
Cc1ccccc1CNC(=O)CC1C(=O)NCCN1Cc1c(F)cccc1Cl (stereo unspecified)	1	95	94	94	92	95	96	-25	-5	91	-7
CC(=O)Nc1ccc(S(=O)(=O)Nc2nc3ccccc3nc2Nc2ccc3ccccc3c2)cc1	11	97	94	97	95	100	97	-18	-17	97	32
CC(CCc1ccc(O)cc1)N(C)CCc1ccccc1 (stereo unspecified)	.	104	102	100	100	105	98	-3	-3	100	29

# Continuation.
SMILES	Pf gametocyte	Rac1 wt GTP bind	Rac1 mut GTP	HRas wt GTP	Rab2 wt GTP	RGS8-Gao reg	Rab7 wt modul	Mcl1-Bid inh	Bim-Mcl-1	Cdc42 wt GTP	Mcl1 Noxa PPI
CC(C)CCNC(=O)c1cccc(Cl)c1	.	100	98	100	96	101	97	4	-5	99	10
Cc1ccc(CNC(=O)C(=O)NCCCn2ccnc2)cc1	16	104	101	102	100	99	99	2	-1	103	-24
COc1cc(/C=C2/NC(=O)N(c3cccc(Cl)c3)C2=O)ccc1O	6	103	96	97	99	97	104	-1	10	96	59*
COc1cccc(OCC(=O)NNC(=O)Cc2cccs2)c1	-3	104	100	101	100	105	97	-25	-1	101	10
O=[N+]([O-])c1cccnc1N1CCN(c2ccccc2F)CC1	-9	103	99	99	99	102	104	-20	-1	100	-6
CCCC(=O)Nc1cc(C)c(NC(=O)C23CC4CC(CC(C4)C2)C3)cn1	.	106	104	105	102	94	100	-8	-2	106	24
O=C1OCCC1Sc1nnc(-c2ccc(O)cc2)o1 (stereo unspecified)	.	97	96	100	97	92	96	-28	-5	99	0
CCOC(=O)N1CCN(C(=O)CC(C(=O)N2CCc3ccccc32)n2ccnc2)CC1 (stereo unspecified)	.	103	100	103	104	102	106	-3	3	102	-5
O=c1c2ccccc2nc(/C=C/c2ccc(O)cc2)n1CCc1ccccc1	0	102	99	100	99	101	98	-11	-3	98	17
Cc1c(-c2ccc(F)cc2)[n+](=O)c(-c2ccc(F)cc2)c(C)n1[O-]	.	100	98	100	97	101	97	-15	0	101	0
Cc1ccc(-c2csc3ncnc(NCCN4CCOCC4)c23)cc1	.	95	93	95	93	101	94	-1	1	98	28
CC1(C)C=C(c2ccc(C=O)s2)CC(C)(C)N1C=O	-10	103	97	101	99	105	98	-13	1	95	20
CCn1c(SCC(=O)Nc2ccc(S(=O)(=O)Nc3onc(C)c3C)cc2)nnc1-c1ccccc1	3	98	95	95	94	101	97	-5	0	94	3
CCn1c(C)cs/c1=N\C(=S)Nc1ccccc1C	1	102	98	100	100	116	99	-36	-7	99	22
CSc1ccc(/C=C/c2cc(=O)c3ccccc3[nH]2)cc1	-5	104	103	100	100	103	98	-40	-6	101	6
NC(=O)CNC(=O)[C@@H]1CC2(CC(c3cccc(Br)c3)=NO2)CN1C(=O)c1ccc(Br)cc1 (stereo partly specified)	.	105	101	106	105	105	103	-5	1	105	27
OCCNc1c2ccccc2nc2ccccc12	23	93	96	95	96	100	93	-21	1	95	3

# Source: PubChem BioAssay (several laboratories)
